Screening data as filed in PubChem BioAssay.
HTR5A ag: HTR5A agonists in luminescence cell assay, primary screen, counter-screen for OPRM1-OPRD1 heterodimer agonist project, full-deck HTS; cell-based; AID 504692, 2011; 5-hydroxytryptamine receptor 5A (Homo sapiens), P47898; activation, % at 9.3 µM; actives 0.61% (n = 340,000); in the data active means activation mostly above about 9.5%, no sharp cut-off; inactive means mostly below about 7.6%;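 further: 0% = cells with vehicle only and 100% = reference agonist; strong numbers were not always called active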
HTR5A inv ag: HTR5A inverse agonists in luminescence cell assay, primary screen, counter-screen for OPRM1-OPRD1 heterodimer inverse agonist project, full-deck HTS; 5-hydroxytryptamine receptor 5A (Homo sapiens), P47898; HTR5A cell line, inverse agonism; inhibition, % at 9.3 µM; actives 0.083% (n = 340,000); AID 504634, 2011; in the data active means inhibition mostly above about 23%, no sharp cut-off; inactive means mostly below about 18%;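 further: 0% = cells with DMSO and 100% = no-cell wells with DMSO; some compounds called inactive have numbers as strong as hits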
AddAB inh: growth inhibition of E. coli expressing H. pylori AddAB, primary screen, AddAB inhibitor project, absorbance; inhibition, % at 11.9 µM; actives 0.29% (n = 330,000); in the data active means inhibition above about 12%;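 further: 0% = vehicle wells of infected cells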
Ecoli viability: E. coli V3065 growth inhibition, primary screen, counter-screen for AddAB inhibitor project, absorbance, OD600; inhibition, % at 11.9 µM; 18 h; actives 0.27% (n = 330,000);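 active means inhibition above the campaign's mean inhibition across all tested compounds plus 3 SD, cut at about 9.9% in these data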;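 further: uninfected addAB+ strain grown without phage in ampicillin broth; 0% = DMSO wells and 100% = ciprofloxacin 0.95 µg/ml wells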
OPRM1-OPRD1 inv: inverse agonists of MOR-DOR heterodimerization, primary screen, cell-based, luminescence; Mu-type opioid receptor (Homo sapiens) + Delta-type opioid receptor (Homo sapiens), …; cell-based MOR-DOR heterodimer luminescence, inverse agonism; inhibition, % at 9.3 µM; actives 0.21% (n = 340,000); AID 504357, 2011; in the data active means inhibition above about 22%, passing the limit was not always enough;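 further: 0% = cells with DMSO and 100% = wells without cells with DMSO; values of inactives mirror those of a sister screen read the other way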
Target sequence (P35372 whole entry, looked up): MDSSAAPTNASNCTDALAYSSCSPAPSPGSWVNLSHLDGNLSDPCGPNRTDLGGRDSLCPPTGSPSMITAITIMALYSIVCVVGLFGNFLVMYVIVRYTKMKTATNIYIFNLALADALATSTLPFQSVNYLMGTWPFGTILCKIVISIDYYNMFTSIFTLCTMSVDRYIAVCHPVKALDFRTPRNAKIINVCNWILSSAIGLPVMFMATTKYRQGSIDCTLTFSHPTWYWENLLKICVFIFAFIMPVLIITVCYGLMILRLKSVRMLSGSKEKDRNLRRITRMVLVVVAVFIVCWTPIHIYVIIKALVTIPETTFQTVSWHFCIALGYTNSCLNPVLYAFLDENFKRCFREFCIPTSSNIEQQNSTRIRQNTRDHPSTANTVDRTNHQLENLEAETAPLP
Target sequence (P41143 whole entry, looked up): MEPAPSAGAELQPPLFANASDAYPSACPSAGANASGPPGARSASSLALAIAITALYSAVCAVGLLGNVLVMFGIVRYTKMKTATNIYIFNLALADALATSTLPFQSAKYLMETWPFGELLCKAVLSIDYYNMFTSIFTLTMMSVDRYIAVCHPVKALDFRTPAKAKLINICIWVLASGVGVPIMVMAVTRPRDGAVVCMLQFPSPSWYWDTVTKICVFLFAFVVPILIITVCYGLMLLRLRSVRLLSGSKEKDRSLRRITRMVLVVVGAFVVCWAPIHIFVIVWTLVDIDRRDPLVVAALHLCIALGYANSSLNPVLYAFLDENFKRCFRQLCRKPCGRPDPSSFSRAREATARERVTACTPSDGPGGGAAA
PfHsp90 set2: growth inhibition of PfHsp90-expressing yeast, primary screen, antimalarial PfHsp90 inhibitor project, S. cerevisiae, BacTiter-Glo luminescence, single point, set 2 | BacTiter-Glo ATP, 48 h; yeast lacking PDR1 and PDR3 efflux regulators | inhibition, % at 9.4 µM | actives 0.32% (n = 310,000) | AID 504621, 2011;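 active means every replicate shows inhibition above about 80%, whatever the replicate mean, limit read from the data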;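 further: 0% = DMSO neutral controls and 100% = 20 µM radicicol positive controls; yeast relying on Plasmodium falciparum Hsp90 in place of its own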
Mot1-301 SUMO: yeast Mot1-301 growth rescue at high temperature, primary screen, SUMOylation pathway inhibitor project, S. cerevisiae, ATP luminescence, 38.5C | S. cerevisiae Mot1-301 growth rescue; percent above DMSO median, 100 means doubled | growth rescue, % at 18.8 µM | actives 1% (n = 320,000) | AID 2716, 2010;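 active means every valid replicate shows activation above 250% relative to neutral control wells; inactive means the rest, any valid replicate at or below 250%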;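 further: OY570 slx delta 5 strain wells were the positive control but not used for scaling; some compounds called inactive have numbers as strong as hits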
MOR-DOR ag: agonists of OPRM1-OPRD1 heterodimerization, primary screen, cell-based, luminescence; cells; actives 0.3% (n = 340,000); activation, % at 9.3 µM; in the data active means activation above about 18%;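 further: 0% = vehicle-treated cells and 100% = reference agonist; values of inactives mirror those of a sister screen read the other way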
PKA-R1A activ: activators of PKA-R1A holoenzyme, primary screen, biochemical, fluorescence polarization, Cy5-IP20, bovine R1A, mouse PKAc; activation, % at 11.4 µM; PKA-R1A dissociation; scaled: DMSO 0%, 113 µM cGMP 100%; cAMP-dependent protein kinase type I-alpha regulatory subunit (Bos taurus) + …; actives 0.083% (n = 340,000);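 active means percent activation above the mean of all tested compounds plus 3 SD, cut at about 19% in these data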;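 further: higher means more PKAc released from R1A so a rise in polarization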
phage Ecoli inh: growth loss of phage-infected E. coli, primary screen, RecBCD inhibitor project, absorbance, with phage, HTS | actives 0.26% (n = 360,000) | inhibition, % at 11.9 µM | AID 651602, 2012; in the data active means inhibition above about 11%
Pemphigus Ab inh: inhibitors of pemphigus antibody binding to DSG3, primary screen, biochemical, bead-based, flow cytometry, scFv-GFP. AID 588358, 2011. DSG3-coupled beads, scFv-anti-DSG3-GFP binding; active compounds read low. binding (percent of control), % at 10 µM. actives 0.48% (n = 310,000);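 active means binding more than 3 SD below its plate's average and above zero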;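 further: hits lower antibody fragment binding to DSG3; some compounds called inactive have numbers as strong as hits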
* = called active by the depositor; · = no result given. The order is random; about 3.2% have a hit in one of these screens.

SMILES | HTR5A ag | HTR5A inv ag | AddAB inh | Ecoli viability | OPRM1-OPRD1 inv | PfHsp90 set2 | Mot1-301 SUMO | MOR-DOR ag | PKA-R1A activ | phage Ecoli inh | Pemphigus Ab inh
O=C(Cc1ccc(S(=O)(=O)N2CCOCC2)s1)NC1CCCCC1 | 2 | -4 | -0.9 | -1.2 | 11 | · | -15 | -2.6 | -4 | -1.5 | 95
O=C(NCc1nnc(SC/C=C/c2ccccc2)o1)c1ccco1 | -3 | 13 | 0.6 | -2.2 | 12 | 3 | 238 | -2.1 | 2 | 2.5 | 100
Cc1ccc(S(=O)(=O)N2CCC(=O)N(C(COCc3cccc(C)c3)C(C)C)CC2)cc1 (configuration not stated) | -2 | 3 | -0.1 | -2.8 | 11 | · | -11 | -2.0 | -4 | 0.9 | 105
CC1CCc2sc(C(=O)NCC(C)(C)N3CCOCC3)cc2C1 (configuration not stated) | 2 | -6 | 0.5 | -0.2 | -14 | · | 40 | 2.2 | -6 | 1.2 | 108
CCOC(=O)Cn1cc(C(=O)C(C)(C)C)c2ccccc21 | 1 | -7 | -1.7 | -2.4 | 1 | -9 | -5 | -0.3 | 2 | 3.3 | 106
COc1ccc(NC(=O)CSc2nncn2C)cc1OC | 0 | -9 | 2.1 | 3.7 | 3 | 11 | 124 | -0.6 | -3 | 3.7 | 108
Cc1onc(-c2ccccc2)c1C(=O)Nc1ccc2c(C)cc(=O)oc2c1 | -5 | -9 | 3.2 | 0.7 | 9 | -6 | -26 | -1.9 | 4 | 2.2 | 105
O=C(COc1ccccc1)N=C1SC2CS(=O)(=O)CC2N1c1cccc(F)c1 (configuration not stated) | 5 | -11 | 0.1 | 3.0 | 1 | -49 | 1 | -0.1 | -3 | -0.1 | 100
CCCCCn1c2nc3ccccc3nc2c2c(=O)n(CC(C)C)cnc21 | 2 | -9 | 1.4 | 0.0 | 5 | 14 | 77 | -0.9 | 4 | · | 97
Nc1cccc2nc3ccccc3cc12 | -1 | 4 | 4.1 | 3.8 | -6 | -16 | -18 | 1.1 | -5 | · | ·
Cc1ccc(C(=O)n2nc(-n3cccc3)c3c(C)cc(C)nc32)cc1 | 9 | -20 | · | · | -12 | -2 | · | 2.1 | -1 | 4.3 | 100
Cc1ccccc1NC(=O)Nc1ccccc1C(=O)NCc1ccccc1 | -4 | 1 | 3.2 | 0.0 | 9 | -8 | 10 | -1.9 | -9 | -0.4 | 115
Cc1ccc(SCCNC(=O)c2ccc([N+](=O)[O-])c(C)c2)cc1 | 0 | 19 | 5.6 | 1.6 | -20 | 5 | -8 | 3.7 | -1 | 2.4 | 105
OCCn1c(SC2CCCCC2)nc2ccccc21 | 1 | -4 | 1.4 | -3.9 | 6 | · | 58 | -1.0 | 2 | 3.3 | ·
O=C1NCCN1Cc1ccccc1F | 2 | -9 | 2.6 | 1.0 | 7 | -34 | -8 | -1.3 | 0 | 2.8 | 101
COc1ccc(NC(=O)CCCc2c[nH]c3ccccc23)cc1OC | 5 | 17 | 1.3 | 0.6 | 16 | -1 | -13 | -3.1 | 1 | 2.4 | 85
CC[n+]1c(-c2ccc(C)cc2)csc1Nc1c(C)n(C)n(-c2ccccc2)c1=O | -3 | 12 | 4.8 | -2.1 | 12 | -27 | 14 | -2.3 | 6 | 2.4 | 101
CN(C)/C=C(/C(=O)c1ccc(Cl)cc1)S(=O)(=O)c1ccccc1 | -1 | 3 | 1.0 | -0.4 | 12 | -5 | -5 | -2.3 | -5 | 2.7 | 88
CC12CCC(C(=O)Nc3cccnc3)(CC1=O)C2(C)C (configuration not stated) | 3 | -24 | 0.2 | -0.4 | 11 | -1 | 7 | -2.0 | 8 | 0.6 | 99
COC(=O)c1cn(Cc2cccnc2)c(=O)c2ccccc12 | 3 | -9 | 1.4 | -2.4 | 7 | 7 | -13 | -1.4 | 7 | 3.4 | 94
Cc1cc(C)cc(C(=O)Nc2nc3ccccc3[nH]2)c1 | -1 | 3 | -4.6 | -5.0 | -21 | -16 | 16 | 3.9 | 10 | -3.9 | 95
CCC(C)Sc1ccc([C@H]2N[C@@](Cc3ccccc3)(C(=O)OC)[C@H]3C(=O)N(C)C(=O)[C@@H]23)cc1 (some centres not stated) | 2 | 10 | 0.8 | -2.4 | -8 | -12 | 1 | 1.4 | -9 | 0.3 | 98
CCCCSCCCNC(=O)c1ccc(CS(=O)(=O)c2ccccc2OC)o1 | -2 | 6 | -3.1 | -1.6 | 12 | -22 | 11 | -2.7 | -7 | 2.3 | 98
Cc1cc(NC(=O)c2ccc([N+](=O)[O-])cc2)n(C)n1 | · | · | 2.9 | 2.8 | · | -14 | -16 | · | · | 0.5 | 97
CC(=O)OCC#CCSc1nc2ccccc2n1C | 1 | 21 | -0.9 | -1.6 | 7 | 3 | 101 | -1.3 | -2 | 3.1 | 128
O=C(Nc1ccc(-n2cnnn2)cc1)c1cccc(S(=O)(=O)N2CCCC2)c1 | -5 | -14 | 0.3 | 0.0 | 12 | -4 | 5 | -3.1 | -11 | 1.6 | 101
C/C(=N\NC(=O)C(O)c1ccccc1)c1ccc(Br)s1 (configuration not stated) | 3 | -12 | -1.7 | -0.5 | 9 | 12 | 3 | -1.9 | -1 | 1.5 | 112
CCOC(=O)c1c(CSc2nc(C)cc(C)c2C#N)n(C)c2cc(Br)c(OC(C)=O)cc12 | 4 | -17 | 1.5 | -0.3 | 4 | -26 | -4 | -0.6 | -3 | 4.3 | 90
COc1ccc(CCNC(=O)Cn2c(=O)cnc3ccccc32)cc1 | -5 | 18 | -0.7 | 0.1 | 14 | -23 | -4 | -2.5 | -11 | 1.9 | 103
CCOC(=O)c1c(NC(=O)CN2C(=O)NC3(CCC(C)CC3)C2=O)sc(C)c1-c1ccc(C)cc1 (configuration not stated) | -1 | 20 | -0.5 | 0.9 | -10 | -1 | -4 | 1.9 | -2 | 2.4 | 111
CCC1(c2ccccc2)NC(=O)N(CC(=O)N(C)CC(=O)Nc2cccc(OC)c2)C1=O (configuration not stated) | -5 | -1 | 2.1 | -0.1 | 2 | · | -18 | -0.4 | 0 | 1.9 | 94
Fc1ccc(C2CC(c3ccccc3)Nc3ncnn32)cc1 (configuration not stated) | -2 | 5 | 4.8 | -1.2 | 18 | -11 | 15 | -3.5 | -3 | 1.2 | 107
CN(C)S(=O)(=O)c1ccc(NC(=O)c2ccc([N+](=O)[O-])cc2)cc1 | 1 | 32 | 4.9 | 0.1 | -18 | -2 | · | 3.5 | -4 | 1.2 | 92
CCC(C(=O)OCC(=O)NC(=O)c1ccccc1)c1ccccc1 (configuration not stated) | 3 | 5 | 0.7 | 0.4 | -4 | · | 77 | 0.7 | -2 | 4.3 | 95
Cc1ccc(C(=O)COC(=O)c2ccco2)cc1C | -1 | -3 | 0.2 | 0.8 | 6 | 2 | -11 | -1.1 | 12 | 0.9 | 112
Cc1cc(C(=O)Nc2c(F)cc(F)cc2Br)n(-c2ccccc2)n1 | 0 | 0 | 0.4 | 3.1 | 22 | -13 | -18 | -4.8 | 0 | 0.0 | 96
Cc1cc2c(cc1S(=O)(=O)N(C)C1CCCCC1)OCC(=O)N2 | -2 | -4 | 0.5 | 2.1 | -4 | 21 | 25 | 0.7 | -1 | 5.1 | 107
CC(C(=O)N1CCOCCOCCOCCOCCOCC1)N1C(=O)c2ccccc2C1=O (configuration not stated) | 1 | -2 | 2.1 | -0.6 | -17 | -4 | 6 | 3.2 | -8 | 4.2 | 111
Cc1ccc(NC(=S)N(CCCN2CCCC2)Cc2cccn2Cc2ccc(Cl)cc2)cc1 | 1 | -7 | -1.3 | -1.7 | -14 | 18 | 176 | 2.6 | 1 | -0.8 | 98
O=C(CSc1nnc(NC(=O)c2ccccc2F)s1)NCc1ccc(F)cc1 | -1 | -19 | 1.2 | 0.3 | 7 | 0 | -17 | -1.3 | 0 | 2.4 | 103
COc1cccc(CNC(=O)CCC2CCCN(Cc3cc4ccccc4o3)C2)c1 (configuration not stated) | 4 | -1 | 3.0 | 0.5 | 3 | -11 | -6 | -0.6 | -11 | 1.4 | 104
COCCC(=O)N1CCC(Oc2ccc(C(=O)N3CCCCC3CCO)cc2)CC1 (configuration not stated) | -4 | 20 | 1.0 | 0.9 | 16 | -20 | -7 | -3.0 | 7 | -2.2 | ·
Cc1ccc(OCC(=O)Oc2ccc(C(C)C)cc2)cc1 | 4 | -12 | 5.1 | -3.6 | -5 | -21 | -18 | 1.0 | 3 | 3.3 | 111
CC1CCN(S(=O)(=O)c2ccc3nc(-c4ccccn4)cc(C(=O)NCCN(C)Cc4ccccc4)c3c2)CC1 | -3 | -27 | · | · | -38 | -5 | · | 7.5 | 6 | 2.4 | 94
Cc1onc(-c2ccccc2Cl)c1C(=O)OCc1nnc(-c2ccccc2)o1 | -3 | 9 | -1.5 | -3.0 | -7 | -27 | 0 | 1.3 | 0 | 3.2 | 118
O=C(CSC1CC(=O)N(c2ccc(C(=O)O)cc2)C1=O)Nc1ccc(Cl)cc1 (configuration not stated) | -2 | 6 | 2.5 | 3.3 | 17 | -27 | 9 | -3.7 | -4 | 1.6 | 102
CCC(=O)Nc1nc2c(c(=O)[nH]1)CCCC2 | 0 | 0 | 3.6 | 1.5 | 8 | -4 | 54 | -1.5 | 4 | 6.1 | 105
Cc1cccc(NC(=O)c2ccc3c(c2)C(=O)N(c2ccccc2C)C3=O)n1 | -1 | 4 | 0.8 | 0.0 | -6 | · | 1 | 1.2 | 0 | 2.1 | 102
O=C(c1cccs1)N1CCC(c2nc3c(nnn3Cc3c(Cl)cccc3Cl)c(=O)[nH]2)CC1 | 2 | -5 | 2.8 | -1.6 | -19 | 0 | 2 | 2.3 | 5 | 0.6 | 95

Single records (already shown). Values in the order: HTR5A ag | HTR5A inv ag | AddAB inh | Ecoli viability | OPRM1-OPRD1 inv | PfHsp90 set2 | Mot1-301 SUMO | MOR-DOR ag | PKA-R1A activ | phage Ecoli inh | Pemphigus Ab inh
O=C(CSC1CC(=O)N(c2ccc(C(=O)O)cc2)C1=O)Nc1ccc(Cl)cc1 (configuration not stated) is entered as -2 | 6 | 2.5 | 3.3 | 17 | -27 | 9 | -3.7 | -4 | 1.6 | 102
CC1CCN(S(=O)(=O)c2ccc3nc(-c4ccccn4)cc(C(=O)NCCN(C)Cc4ccccc4)c3c2)CC1 is entered as -3 | -27 | · | · | -38 | -5 | · | 7.5 | 6 | 2.4 | 94
